Source: PubChem BioAssay
TRHR ag – qHTS for Small Molecule Agonists and Allosteric Enhancers of Human TRH Receptor: Primary Screen for Agonists. Thyrotropin-releasing hormone receptor (Homo sapiens), P34981. TRHR cells, calcium flux fluo-8, FDSS agonist mode. activation, % at 2 µM. hit rate 0.18% among 360,000. AID 493084, 2011; in the data active means activation above about 30%; further: 0% is about no effect
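TRHR-expressing cells, plated overnight in medium with 10% serum, were loaded with fluo-8 calcium dye at room temperature. After a 10 s baseline, library compound was pin-added and calcium release was recorded kinetically (ex 480/em 530) as agonist response.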
D2 agonist – HTS Assay for Allosteric Agonists of the Human D2 Dopamine Receptor: Primary Screen for Agonists; D(2) dopamine receptor (Homo sapiens), P14416; HEK293 T-REx D2 cells, calcium flux agonist mode; activation, % at 2 µM; hit rate 0.53% among 340,000; AID 485358, 2010;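 active means activation over 3 SD above normal in the single-dose calcium agonist read, cut at about 30% in these data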; further: 0% is about no effect
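Tetracycline-induced HEK293 Trex cells with D2 receptor force-coupled to calcium signaling, plated overnight at 30 C and loaded with no-wash calcium dye. Calcium flux read kinetically for 180 s after compound addition; responses flag agonists.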
TRHR PAM – qHTS for Small Molecule Agonists and Allosteric Enhancers of Human TRH Receptor: Primary Screen for Enhancers | Thyrotropin-releasing hormone receptor (Homo sapiens), P34981 | TRHR cells, fluo-8 calcium fluorescence, EC20 TRH enhancement | enhancement, % at 2 µM | hit rate 0.66% among 360,000 | AID 493056, 2011; in the data active means enhancement above about 30%; further: 0% is about no effect
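TRHR-expressing cells loaded with fluo-8 calcium dye were read kinetically (ex 480/em 530) during compound addition, then stimulated with an EC20 of TRH (10 nM final). Enhancement of the Gq-mediated intracellular calcium response was scored.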
PI4K2A inh – qHTS for small molecular inhibitors of PI4K2A. activity change, negative = inhibition, % at 76.9 µM. hit rate 0.13% among 420,000. purified PI4K2A, ADP-Glo luminescence, 1 h; stronger effect = lower value; in the data active means activity change below about -50%; inconclusive means mostly about -30% to -49%;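 further: -100% = wells without enzyme as full effect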
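In this quantitative HTS, ADP production by PI4K2A was quantified luminescently after 1 h at ambient temperature; 100 microM adenosine served as plate-quality control.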
IDH1 R132H inh – qHTS for Inhibitors of mutant isocitrate dehydrogenase 1 (IDH1): qHTS; Isocitrate dehydrogenase [NADP] cytoplasmic (Homo sapiens), O75874; IDH1-R132H enzyme, NADPH consumption, diaphorase/resazurin fluorescence; Potency, µM (highest dose often 76.6 µM), inactives show top-dose activity change, negative = inhibition, actives largely listed as inhibitors; hit rate 0.093% among 390,000; AID 602179, 2012; further: potency means the concentration at half of the fitted maximal effect; on the % scale 0 is the no-effect control and ±100 the full control effect; nearly all actives have a fitted effect of over 65% in size
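IDH1-R132H (0.5 ug/mL) preincubated 30 min with compound, then NADPH (0.016 mM) and alpha-KG (2 mM) added; 80 min at RT, pH 7.5. Remaining NADPH coupled via diaphorase/resazurin to fluorescence (540/590 nm); concentration-response curves normalized to no-enzyme control.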
USP1 inh – Inhibitors of USP1/UAF1: Primary Screen. recombinant USP1/UAF1, Ub-Rhodamine cleavage fluorescence. Ubiquitin carboxyl-terminal hydrolase 1 (Homo sapiens), O94782. Potency, µM (series often up to 57.1 µM), for inactives: at the top dose activity change, negative = inhibition, actives largely listed as inhibitors. hit rate 0.23% among 390,000. AID 743255, 2014; further: potency means the concentration at half of the fitted maximal effect; on the % scale 0 is the no-effect control and ±100 the full control effect; nearly all actives have a fitted effect of over 60% in size; inactives centre near -12
Target sequence (O94782 whole entry, looked up): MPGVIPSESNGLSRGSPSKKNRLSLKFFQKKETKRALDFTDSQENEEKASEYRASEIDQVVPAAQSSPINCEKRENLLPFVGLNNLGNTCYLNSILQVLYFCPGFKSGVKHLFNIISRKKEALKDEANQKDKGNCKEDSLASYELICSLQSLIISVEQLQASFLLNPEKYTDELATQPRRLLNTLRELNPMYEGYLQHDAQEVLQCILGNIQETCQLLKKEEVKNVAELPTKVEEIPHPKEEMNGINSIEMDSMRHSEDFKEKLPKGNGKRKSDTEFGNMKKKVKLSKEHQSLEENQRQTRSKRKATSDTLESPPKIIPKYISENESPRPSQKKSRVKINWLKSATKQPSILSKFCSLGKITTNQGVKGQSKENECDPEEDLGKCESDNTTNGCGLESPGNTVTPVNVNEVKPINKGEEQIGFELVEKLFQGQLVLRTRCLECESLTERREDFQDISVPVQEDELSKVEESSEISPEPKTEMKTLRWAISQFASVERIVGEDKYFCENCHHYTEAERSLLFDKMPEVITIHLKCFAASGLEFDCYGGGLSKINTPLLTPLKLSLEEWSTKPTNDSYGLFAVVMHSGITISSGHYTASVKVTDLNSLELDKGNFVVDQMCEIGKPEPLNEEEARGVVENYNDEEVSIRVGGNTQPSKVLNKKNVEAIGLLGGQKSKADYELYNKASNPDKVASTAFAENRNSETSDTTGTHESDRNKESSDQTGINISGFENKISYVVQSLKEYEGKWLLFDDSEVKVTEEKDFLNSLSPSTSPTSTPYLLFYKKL
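USP1/UAF1 complex (1 nM) preincubated 15 min at room temperature with compound, then Ub-Rho substrate (150 nM final) added. Kinetic fluorescence at 480/540 nm over 6 reads at 60 s intervals; 50 mM HEPES pH 7.8, 0.5 mM EDTA, 0.1 mg/ml BSA, 1 mM TCEP, 0.01% Tween-20.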
TrxR1 substrate – qHTS Assay for Substrates of Mammalian Selenoprotein Thioredoxin Reductase 1 (TrxR1): qHTS. Thioredoxin reductase 1, cytoplasmic (Rattus norvegicus), O89049. purified TrxR1 substrate turnover, NADPH consumption readout. Potency, µM (titrated, usually from 114 µM), for inactives: top-dose activity change, negative = substrate turnover. hit rate 0.01% among 390,000. AID 588456, 2011; further: potency means the concentration at half of the fitted maximal effect; on the % scale 0 is the no-effect control and ±100 the full control effect; nearly all actives have a fitted effect of over 50% in size
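Rat TrxR1, dispensed at 90 nM, was prereduced with 400 uM NADPH (final) for 5 min at ~22 deg C, then incubated with compound 15 min before 400 uM selenite. A first-read NADPH fluorescence drop versus no-compound background flagged substrates.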
TrxR1 inh – qHTS Assay for Inhibitors of Mammalian Selenoprotein Thioredoxin Reductase 1 (TrxR1): qHTS; Thioredoxin reductase 1, cytoplasmic (Rattus norvegicus), O89049; recombinant rTrxR1, NADPH fluorescence consumption, selenite substrate; Potency, µM (top dose mostly 114 µM), without a hit: top-dose activity change, negative = inhibition, actives largely listed as inhibitors; hit rate 1% among 390,000; AID 588453, 2011; further: potency means the concentration at half of the fitted maximal effect; on the % scale 0 is the no-effect control and ±100 the full control effect; nearly all actives have a fitted effect of over 65% in size
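Rat TrxR1 (90 nM in the dispensed reagent) was pre-reduced with 400 uM NADPH for 5 min at room temperature, then incubated with compound for 15 min. After 400 uM selenite was added, NADPH fluorescence (Ex 340/Em 450 nm) was followed for 8 min.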
D2 antagonist – HTS Assay for Allosteric Antagonists of the Human D2 Dopamine Receptor: Primary Screen for Antagonists. inhibition, % at 10 µM. D(2) dopamine receptor (Homo sapiens), P14416. hit rate 2% among 340,000. HEK293 TREx D2 cells, calcium flux, dopamine EC80. AID 485344, 2010; in the data active means inhibition above about 30%; further: 0% is about no effect
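Calcium flux kinetic readout in an inducible HEK293 TREx D2 line plated overnight at 30 C. After 180 s compound exposure, an EC80 dopamine challenge follows with another 180 s kinetic read to detect antagonism.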
An asterisk follows results filed as active; ? = inconclusive; · = no result given; & = joins results of further samples; [ ] = dose if it differs, or a comment. Unless noted, the call rests on the fitted dose curve; in most records, active means well fitted inhibition curve with a large enough effect; inconclusive means small, poorly fitted or top-dose-only effect; inactive means no such curve, though single readings can be large or run the other way.

SMILES	TRHR ag	D2 agonist	TRHR PAM	PI4K2A inh	IDH1 R132H inh	USP1 inh	TrxR1 substrate	TrxR1 inh	D2 antagonist
CCOC(=O)c1c(-c2ccco2)csc1NC(=O)COC(=O)c1cnccn1	-0.3	0.6	-6	-21	7%	-5%	1%	?	-2
C/C(CCc1ccc2c(c1)OCO2)=N\N=C(/N)SC1CC(=O)N(c2ccc(Cl)cc2)C1=O (centres undefined)	-0.2	-0.3	-3	0	-2%	-9%	4%	11%	-8
COc1cccc(-n2c(N)c(C(=O)Nc3c(C)n(C)n(-c4ccccc4)c3=O)c3nc4ccccc4nc32)c1	0.2	-0.2	-6	-3	10%	-25%	8%[57.1 µM]	21%[57.1 µM]	0
COCCOc1cc(-n2ccnc2SC)c(Cl)cc1Cl	0.8	-2.1	1	3	1%	-24%	-10%[57.1 µM]	-1%[57.1 µM]	-32
COC(=O)c1scc(S(=O)(=O)C(C)(C)C)c1-n1cccc1	-0.2	1.0	-9	-1	-6%	-6%	-2%	5%	15
CCC(c1nc2ccccc2c(=O)n1CCN1CCOCC1)N1C(=O)c2ccccc2C1=O (centres undefined)	-0.7	0.0	19	-3	0%	2%	6%	33%	-24
CCCCCn1c(CN2CCN(CCO)CC2)nc2c1c(=O)n(C)c(=O)n2C	0.5	0.5	-1	-5	10%	-20%	21%[57.1 µM]	14%[57.1 µM]	-20
Cc1ccc(C(=O)NCC(=O)OCC(=O)c2ccc(C)c([N+](=O)[O-])c2)cc1	-1.6	-1.9	-6	-3	3%	-11%	-4%	-7%	-4
O=C(CCc1ccccc1)Nc1ccc2c(c1)OCO2	-0.6	-0.4	-4	-2	0%	1%	-6%[57.1 µM]	2%[57.1 µM]	-11
Nc1nc(Cl)nc2c1ncn2[C@H]1C[C@H](O)[C@@H](CO)O1	-0.3&0.0	-1.1&-1.0	26&-1	2	-6%	8%	2%	10%	-12&-6
Cc1ccsc1CNS(=O)(=O)c1ccc(F)cc1	-0.1	-0.2	0	-6	1%	-9%	9%	11%	8
CC(C)CC(c1nnnn1C1CCCCC1)N1CCN(c2ncccn2)CC1 (centres undefined)	-1.8	-0.1	-3	-4	2%	-1%	-4%	1%	16
CCn1c(=O)c(=O)n(CC)c2cc(N3CCCCC3)c(NC(=O)c3ccc(OC)c(OC)c3)cc21	-0.1	·	1	1	-9%	3%	5%	17%	·
C[C@@H]1COC(=O)[C@H](Cc2ccc(F)cc2)C/C=C\C[C@@H](CC(=O)NCCO)C(=O)N1	·	·	·	1	0%	-29%	-1%	12%[57.1 µM]	·
CCCCCCNC(=O)C(C#N)c1nc2ccccc2nc1N1CCCC1 (centres undefined)	1.6	·	2	11	1%	-24%	10%	-5%	·
COc1ccc(C)c2sc(N3CCN(C(=O)c4ccco4)CC3)nc12	-0.8	0.3	-6	2	-3%	-5%	1%[57.1 µM]	0%[57.1 µM]	·
O=c1oc2ccccc2c(N2CCN(c3ccccc3F)CC2)c1CN1CCCC1	-0.3	1.0	0	1	10%	7%	-11%	-15%	·
CC(C(=O)Nc1cc(Cl)cc(Cl)c1)N1CCCC1 (centres undefined)	2.4	2.0	-3	-15	-7%	-9%	4%	17%	89*
CCOC(=O)c1cnc(SC)nc1NCCOC	-0.2	-1.1	-4	2	5%	-21%	9%[57.1 µM]	21%[57.1 µM]	-5
CCCn1nc(NC(=O)c2ccncc2)c2cc3ccccc3nc21	-0.8	0.2	5	7	6%	-29%	8%[57.1 µM]	3%[57.1 µM]	4

Whole records, looked up by structure. Order of screens: TRHR ag, D2 agonist, TRHR PAM, PI4K2A inh, IDH1 R132H inh, USP1 inh, TrxR1 substrate, TrxR1 inh, D2 antagonist
Cc1ccsc1CNS(=O)(=O)c1ccc(F)cc1 is listed as -0.1, -0.2, 0, -6, 1%, -9%, 9%, 11%, 8
CCOC(=O)c1cnc(SC)nc1NCCOC is listed as -0.2, -1.1, -4, 2, 5%, -21%, 9%[57.1 µM], 21%[57.1 µM], -5
CCCn1nc(NC(=O)c2ccncc2)c2cc3ccccc3nc21 is listed as -0.8, 0.2, 5, 7, 6%, -29%, 8%[57.1 µM], 3%[57.1 µM], 4

(listing goes on)
SMILES	TRHR ag	D2 agonist	TRHR PAM	PI4K2A inh	IDH1 R132H inh	USP1 inh	TrxR1 substrate	TrxR1 inh	D2 antagonist
COCCN(C(=O)CSc1cc(C)c2ccccc2n1)c1c(N)n(CC(C)C)c(=O)[nH]c1=O	0.0	-0.3	8	-7	0%	-16%	-10%	-5%	-17
CCCC(=N)C1=C(O)CC(CC(C)SCC)CC1=O (centres undefined)	-0.1	-0.1	0	5	1%	-13%	10%[57.1 µM]	9%[57.1 µM]	-8
CC(C)N(Cc1nnc(-c2ccccc2Br)o1)C(=O)c1cc(Cl)nc2ccccc12	0.8	-1.6	5	-2	6%	-17%	6%	17%	-1
CC1CCN(CC(=O)Nc2cccc(C(=O)Nc3cccc(C(F)(F)F)c3)c2)CC1	0.1	0.5	-1	-2	12%	-25%	-8%	-7%	-14
O=C1CCCN2N=C(SCC(=O)Nc3ccc([N+](=O)[O-])cc3)SC2=N1	0.6	0.6	-1	0	-1%	-3%	-12%	13%[57.1 µM]	-2
O=C(CSc1ncn(-c2ccccc2)n1)Nc1nc(-c2ccccc2)cs1	-0.1	0.4	-3	-1	4%	-2%	3%[57.1 µM]	8%[57.1 µM]	-3
CC1CCCC(C)N1C(=O)COc1ccccc1F (centres undefined)	0.0	0.8	17	2	2%	-11%	1%[57.1 µM]	1%[57.1 µM]	4
Oc1ccccc1N=Nc1ccccc1O	0.8	0.3	-6	1	2%	-9%	-3%	4%	26
C=CCNC(=O)c1onc(CSc2cccc(C)c2)c1C(=O)O	0.6	-0.2	-2	-4	-2%[38.3 µM]	-23%	-5%	4%	-16
O=C(NCCN1CCCCCC1)C1CCN(S(=O)(=O)N2CCOCC2)CC1	0.7	1.0	5	-15	0%	-12%	3%	-20%	26
CC(C)CNC(=O)C1c2ccccc2Oc2ccccc21	0.2	-1.7	-11	-1	2%	-10%	-11%[57.1 µM]	22%[57.1 µM]	-10
O=C1C2C3C=CC(C4CC34)C2C(=O)N1/N=C/c1c[nH]c2ccccc12 (centres undefined)	-0.8	-0.6	-1	-1	-6%	-25%	1%[57.1 µM]	6%[57.1 µM]	-13
O=C(COC(=O)c1cc[n+]([O-])cc1)NCC12CC3CC(CC(C3)C1)C2	0.0	0.4	3	5	0%	-1%	6%[57.1 µM]	3%[57.1 µM]	10
Cc1cccc(C)c1OCc1cc(C(=O)N2CCCC2c2nonc2C)no1 (centres undefined)	-0.4	0.6	-2	-3	-8%	-24%	-6%	10%	-10
Cc1cc(C)c(NC(=O)CC(=O)c2ccccc2)c(Cl)c1	-0.9	·	3	0	-2%	-13%	-1%	17%	·
O=C(c1cccc(N2CCCC2=O)c1)N1CCN(c2cccc(Cl)c2)CC1	-0.2	1.5	-3	0	5%	-17%	3%	18%	3
Cc1ccc(C)c(NC(=S)c2nc3ccccc3s2)c1	1.1	0.8	12	-4	1%	-19%	4%	-1%	23
N#Cc1ccc(CC(=O)c2ccccc2)[nH]c1=O	·	·	·	-1	-14%	?	-12%	?	·
COc1ccc(NC(=O)c2cc(=O)[nH]c(=O)[nH]2)cc1S(=O)(=O)Nc1ccccc1Cl	0.4	1.5	0	-21	-21%	-22%	-2%	16%	-6
O=C(c1ccccc1)C(CCC(CN1CCOCC1)C(=O)c1ccccc1)CN1CCOCC1 (centres undefined)	0.4	·	-1	-5	-2%	-20%	-3%	?	·
CC(=O)NC1CC2CCCC(C1)N2C(=O)Nc1cccc(Cl)c1 (centres undefined)	·	·	·	6	-6%	-12%	0%	18%	·
CCc1ccc(NC(=O)CC2C(=O)N(c3ccc(C)cc3)C(=O)N2C2CC2)cc1 (centres undefined)	0.6	-0.3	7	-4	-6%	-19%	3%	16%	-5
CCOC(=O)c1cc(S(=O)(=O)Nc2ccc(F)cc2F)cn1C	-0.7	0.1	8	-5	0%	-15%	-1%	7%	-13
Cc1c(NC(=O)CCSc2ccc(Cl)cc2)c(=O)n(-c2ccccc2)n1C	-0.9	-0.3	11	8	6%	-10%	8%[57.1 µM]	19%[57.1 µM]	4
CC(=O)C1CCC2C3CC(C)=C4CC(O)CCC4(C)C3CCC12C (centres undefined)	·	·	·	-1	-9%	0%	-6%	-1%	·
COC(=O)c1ccc2nc(Nc3nc4ccc(F)cc4s3)sc2c1	0.5	0.2	0	-5	1%	-16%	46%[57.1 µM]	19%[11.4 µM]	-1
COc1cc(C(=O)NC2CC(C)(C)CC(C)(C)C2)ccc1OC1CCN(C(C)=O)CC1	-0.7	-0.3	-5	-7	0%	-8%	-5%	16%	7
NS(=O)(=O)c1cc2c(cc1Cl)NC(C(Cl)Cl)NS2(=O)=O (centres undefined)	0.3	-2.8	-4	-1&1	5%	-10%	7%	11%	-18
CCc1ccc(C(=O)COC(=O)c2nn(C)c(=O)c3ccccc23)cc1	-0.1	-0.5	-1	1	9%	-24%	8%[57.1 µM]	16%[57.1 µM]	0
